ASK1 inh: ASK1 kinase inhibitors, primary screen, biochemical, AlphaScreen; Mitogen-activated protein kinase kinase kinase 5 (Homo sapiens), Q99683; AlphaScreen MKK6 phosphorylation by ASK1, luminescence; inhibition, % at 7.44 µM; 22,000 compounds, 0.99% hits; AID 1159602, 2016; in the data active = inhibition above about 35%;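 note: 0% = median of compound wells and 100% = no enzyme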
Target sequence (Q99683 whole entry, looked up): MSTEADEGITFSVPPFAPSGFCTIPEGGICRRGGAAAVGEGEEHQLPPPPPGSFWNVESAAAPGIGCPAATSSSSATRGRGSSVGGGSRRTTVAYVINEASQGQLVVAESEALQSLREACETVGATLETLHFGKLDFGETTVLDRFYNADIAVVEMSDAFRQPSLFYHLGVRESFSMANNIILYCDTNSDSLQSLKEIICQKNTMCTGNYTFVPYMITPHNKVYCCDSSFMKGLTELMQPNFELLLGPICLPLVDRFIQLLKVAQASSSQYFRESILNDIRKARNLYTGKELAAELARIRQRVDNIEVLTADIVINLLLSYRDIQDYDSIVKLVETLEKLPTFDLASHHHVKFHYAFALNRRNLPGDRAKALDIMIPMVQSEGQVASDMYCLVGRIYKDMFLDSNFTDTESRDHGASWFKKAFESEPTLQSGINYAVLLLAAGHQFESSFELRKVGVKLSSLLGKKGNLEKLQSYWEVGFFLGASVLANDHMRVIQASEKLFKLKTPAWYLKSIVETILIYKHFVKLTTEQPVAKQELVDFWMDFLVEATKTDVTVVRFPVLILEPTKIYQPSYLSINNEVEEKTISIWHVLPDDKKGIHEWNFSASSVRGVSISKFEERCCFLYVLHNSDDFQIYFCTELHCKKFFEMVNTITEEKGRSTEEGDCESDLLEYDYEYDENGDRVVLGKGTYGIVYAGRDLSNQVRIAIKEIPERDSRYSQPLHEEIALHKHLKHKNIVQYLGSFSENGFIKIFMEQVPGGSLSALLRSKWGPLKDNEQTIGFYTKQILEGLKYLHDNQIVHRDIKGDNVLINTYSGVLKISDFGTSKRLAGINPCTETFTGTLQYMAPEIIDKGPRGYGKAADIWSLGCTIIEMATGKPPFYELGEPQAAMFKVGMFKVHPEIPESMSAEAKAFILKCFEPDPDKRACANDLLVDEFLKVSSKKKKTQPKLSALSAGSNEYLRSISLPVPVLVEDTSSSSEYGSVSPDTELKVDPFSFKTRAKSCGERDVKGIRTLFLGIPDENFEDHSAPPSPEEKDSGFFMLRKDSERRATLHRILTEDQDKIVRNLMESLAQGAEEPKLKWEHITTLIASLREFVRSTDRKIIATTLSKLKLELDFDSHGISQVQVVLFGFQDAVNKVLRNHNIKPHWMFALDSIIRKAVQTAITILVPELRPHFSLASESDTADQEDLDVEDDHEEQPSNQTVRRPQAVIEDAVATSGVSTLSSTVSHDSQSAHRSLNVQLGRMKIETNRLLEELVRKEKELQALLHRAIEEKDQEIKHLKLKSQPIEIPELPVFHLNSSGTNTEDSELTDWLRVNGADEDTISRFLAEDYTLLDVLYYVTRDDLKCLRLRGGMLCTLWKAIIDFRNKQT
ULK1 inh: ULK1 kinase inhibitors, primary screen, biochemical, AlphaScreen. Serine/threonine-protein kinase ULK1 (Homo sapiens), O75385. AlphaScreen Atg13 phosphorylation by ULK1, luminescence. inhibition, % at 5.96 µM. 30,000 compounds, 1.9% hits. AID 1259251, 2017; in the data active = inhibition above about 43%;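 note: 0% = median of compound wells and 100% = no enzyme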
* = called active by the depositor; . = no result given.

ASK1 inh | ULK1 inh | mol
-34 | -2 | c1ccc(OCCNc2nc(Nc3nccc4ccccc34)nc3c2ncn3-c2ccsc2)cc1
10 | 1 | COc1ccc(-c2nc(Nc3cc(OC)c(OC)c(OC)c3)c3ncn(Cc4ccc(C(F)(F)F)cc4)c3n2)cn1
1 | 2 | CCCNC(=O)c1cccc(Nc2ccccc2)n1
-2 | -1 | Nc1nc(Cl)cc(NCCN2CCOCC2)n1
2 | 12 | CC(C)N(CCNC(=O)c1ccc2nc(N3CCOCC3)sc2c1)C(C)C
11 | -12 | COc1ccc2c(c1)CC(c1nc3ccc(-c4ccnc(N)c4)cc3o1)CO2 (centres undefined)
. | -5 | NC[C@H]1O[C@H](O[C@H]2[C@H](O)[C@@H](O[C@H]3O[C@H](CO)[C@@H](O)[C@H](N)[C@H]3O)[C@H](N)C[C@@H]2N)[C@H](N)[C@@H](O)[C@@H]1O
14 | -9 | COc1ccc2c(c1)C[C@@H](C(=O)Nc1ccc(-c3cn[nH]c3)cc1OCCCO)CO2
1 | 34 | CC(=O)Nc1ccc(NC(=O)Cc2cn(-c3ccc(Nc4ccnn4C)nn3)c3ccccc23)cc1
-8 | -9 | FC(F)(F)c1cccc(CNc2nc(Nc3ccccc3)nc3nc[nH]c23)c1
-29 | 60* | Oc1ccc(CCNc2nc(Nc3ccc4ncccc4c3)nc3nc[nH]c23)cc1
-14 | 21 | CC(C)n1cnc2c(NCc3cccnc3)nc(Nc3ccncn3)nc21
. | 10 | Cc1cccc(Nc2ccccc2C(=O)O)c1C
-11 | 3 | O=C(NC1CC1)c1cc(Cl)nc2ccccc12
1 | -10 | C[C@H](NC(=O)c1cc2ccccc2s1)c1nc(-c2ccncc2)n[nH]1
-7 | -3 | c1ccc(OCCNc2cc(NCc3cccnc3)ncn2)cc1
. | -4 | CN(C)CCC(O)(c1ccccc1)c1ccccc1Cl (centres undefined)
-4 | -27 | COc1cc2nc(Nc3ccccc3)nc(NCc3cccc(C(F)(F)F)c3)c2cc1OC
. | 5 | Cc1cccc2nc3c(c(=O)n12)CN(C(=O)Cc1cc(F)cc(F)c1)CC3
8 | 8 | O=C(Nc1ccc2[nH]ncc2c1)[C@@H]1C[C@H](O)CN1C(=O)c1ccccc1
10 | 10 | CN(C)c1cc(-c2ccnc(Nc3ccc(N4CCOCC4)cc3)c2)[nH]n1
0 | 9 | COc1nc(NCc2cccc(C(F)(F)F)c2)nc(-c2c(C)noc2C)n1
-5 | 11 | Cc1cnc(Nc2nccc3ccccc23)nc1Nc1ccccc1
6 | 2 | COc1ccc(CCNc2ncnc3c2nc(-c2csc4ccccc24)n3C(C)C)cc1
. | -7 | CC(=O)OC[C@H]1O[C@@H](n2ncc(=O)[nH]c2=O)[C@H](OC(C)=O)[C@@H]1OC(C)=O
-17 | 6 | O=C(NC1CC1)c1ccc2nc(N3CCN(c4ccccn4)CC3)sc2c1
. | -13 | O=C(Nc1cccc2ccccc12)C1CC(=O)N(c2ccc(Cl)cc2)C1 (centres undefined)
-11 | 1 | O=C(NCc1nc2ccccc2[nH]1)c1cccc(-c2cccs2)c1
. | 8 | CC(C)NC(=O)Cn1c(CO)cnc1SCc1ccccc1Cl
14 | -7 | C=CC1CC2(CCN1c1c(C)cccc1NC(=O)c1ccc(Br)o1)OCCO2 (centres undefined)
-8 | -2 | CC(C)N(CCNC(=O)c1csc(NCc2ccc3c(c2)OCO3)n1)C(C)C
-12 | 2 | Cn1cc(-c2ccnc(NC(=O)Cc3ccc(F)cc3)c2)cn1
18 | -28 | CC(C)N(CCNC(=O)c1cccc(-c2cccs2)c1)C(C)C
-21 | 3 | O=C(NCCN1CCOCC1)c1cccc(Nc2ccccc2)n1
3 | -12 | COc1ccc(CCNc2nc(N3CCC(N4CCOCC4)CC3)nc3c2ncn3CCN2CCCC2=O)cc1
-18 | -12 | Cc1ccc(-c2ncn(-c3ccc(Nc4cc(-c5ccn(C)n5)c(Cl)cn4)cc3)n2)cn1
-4 | 0 | Cc1cc(NC2CC2)nc(-c2c(C)noc2C)n1
. | 1 | O=C(O)Cc1ccc(CCNS(=O)(=O)c2ccc(Cl)cc2)cc1
. | -17 | c1ccc(-c2nc(Nc3ccncc3)cc(-c3cccnc3)n2)cc1
. | 6 | CNCC(O)C(O)C(O)C(O)CO (centres undefined)
-1 | 1 | O=C(CC1CCNCC1)Nc1ccnn1-c1cccc(C(=O)Nc2ccc(N3CCOCC3)cc2)c1
4 | -3 | CCCNc1cc(-c2ccc(OC)nc2)ncn1
1 | 0 | CN(C)CCN(C)c1cc(-c2cn[nH]c2)ccc1NC(=O)C1COc2ccc(F)cc2C1 (centres undefined)
11 | 56* | CNC(=O)c1ccncc1Nc1cc(Nc2ccc3c(c2)CC(=O)N3)ncc1C(F)(F)F
6 | -1 | O=C(NCc1nc(-c2ccncc2)n[nH]1)c1ccc2c(c1)OCO2
2 | -5 | c1ccc(CNc2cc(N3CCOCC3)ncn2)cc1
-20 | 27 | c1cn(-c2ccc(Nc3nc(NCCN4CCOCC4)c4[nH]cnc4n3)cc2)cn1
. | 8 | CS(=O)(=O)Nc1cc2occ(NC=O)c(=O)c2cc1Oc1ccccc1
-2 | -17 | O=C(Nc1cncc(-c2ccncc2)c1)C1COc2ccc3ccccc3c2O1 (centres undefined)
-4 | 9 | O=C1CCCN1CCCNc1nc(NC2CCN(Cc3ccccc3)CC2)c2ncn(C3CCCCC3)c2n1

The list continues.
ASK1 inh | ULK1 inh | mol
-4 | 15 | Cc1nn(C)c(C)c1-c1ccc(C(=O)NC2CCN(Cc3ccccc3)CC2)s1
. | -18 | CC1CCC2(OC1)OC1CC3C4CC[C@H]5C[C@@H](O)CC[C@]5(C)C4CC(=O)[C@]3(C)C1C2C (some centres undefined)
21 | 16 | CCN(CC)c1nc(NCc2ccc3c(c2)OCO3)nc(Nc2ccc3c(c2)OCO3)n1
8 | 1 | Cc1noc(C)c1-c1nc(NCCOc2ccccc2)c2ncn(-c3ccccc3)c2n1
-3 | -27 | FC(F)(F)c1ccc(Cn2cnc3c(Nc4ccccc4)nc(Nc4ccc(C(F)(F)F)cc4)nc32)cc1
3 | -4 | O=C(Cc1ccccc1)Nc1cnn(-c2cccc(C(=O)NC3CCCc4ccccc43)c2)c1 (centres undefined)
. | 1 | CO[C@@]12[C@@H]3NC3CN1C1=C(C(=O)C(N)=C(C)C1=O)[C@@H]2COC(N)=O (some centres undefined)
-8 | -28 | FC(F)(F)c1cccc(CNc2cc(N3CCN(Cc4ccc5c(c4)OCO5)CC3)ncn2)c1
. | -3 | O=C(COc1cccc2ccc(N3CCCCC3)nc12)Nc1ccccc1
2 | 0 | O=C(NC1CCN(Cc2ccccc2)CC1)c1ccc2nc(NCCCN3CCCC3=O)sc2c1
8 | 2 | O=C(NCCOc1ccccc1)c1cc(N2CCN(c3ccccn3)CC2)nc2ccccc12
-8 | -12 | COc1ccc(CCNc2nc(NCc3cccnc3)nc3c2ncn3CCN2CCCC2=O)cc1
-28 | 3 | Cc1cc(NCCc2ccc(O)cc2)nc(Nc2ccccn2)n1
7 | -3 | N[C@H](Cc1ccccc1)c1nc(-c2ccncc2)no1
-19 | -6 | CN1CCN(C(=O)c2ccc(-c3nccc(N)n3)cc2)CC1
-23 | -14 | Nc1cc(N2CCN(c3ccccn3)CC2)ncn1
-2 | -4 | O=C(Nc1ccc(-c2cn[nH]c2)cc1)[C@]1(Cc2ccc(F)cc2)CCCN1
3 | -5 | CC(=O)c1cccc(-c2cc(N)nc(N)n2)c1
-12 | 23 | Cc1cnc(Nc2ccc(-n3ccnc3)cc2)nc1N
8 | 8 | Cc1cc(Nc2ccc(N3CCOCC3)cc2)nc(-c2ccc(C(=O)N3CCN(C)CC3)cc2)n1
-20 | -25 | CC(=O)Nc1ccc(NC(=O)c2cccc(-c3ccc(N4CCN(C)CC4)cc3)n2)cc1
-8 | 15 | O=C1CCCN1CCn1cnc2c(NCc3cccnc3)nc(Nc3ccc(C(F)(F)F)cc3)nc21
-2 | 10 | O=C(NCc1ccccc1)c1ccc2nc(Nc3cnccn3)sc2c1
-6 | 2 | COc1cc(Nc2nc(C)cc(NCCN3CCOCC3)n2)cc(OC)c1OC
-1 | -15 | CCCNc1nc(N2CCOCC2)nc2c1ncn2Cc1ccc(C(F)(F)F)cc1
. | 3 | Cc1cnc(CNc2cc(-c3ccc(F)cc3)nc(-c3cccnc3)n2)nc1
. | -20 | FC(F)(F)c1cccc(-c2cc(N3CCOCC3)nc(-c3ccccn3)n2)c1
. | 12 | O=C(c1nnc(-c2ccccc2)o1)N1CCOCC1
27 | 5 | NS(=O)(=O)c1ccc(Nc2nccc(-c3ccc(Cl)cc3)n2)cc1
. | 7 | CN(C)CCOC(c1ccccc1)c1ccc(Br)cc1 (centres undefined)
. | 30 | CC(NC(=O)Cc1csc(NC(=O)c2ccccc2)n1)c1ccccc1 (centres undefined)
1 | 7 | CC(=O)Nc1ccc(Nc2cc(N3CCCC3CO)ncn2)cc1 (centres undefined)
. | -23 | COC(CNc1ncc(-c2ccc(C)cc2)cn1)OC
-6 | -1 | CN1CCN(C(=O)c2ccc(-c3cc(NCc4ccccc4)ncn3)cc2)CC1
-4 | 5 | CCn1c(C(N)c2ccc(OC)cc2)nc2cc(F)c(-c3ccnc(N)n3)cc21 (centres undefined)
22 | 9 | CN1CCN(c2ccc(-c3nc(NCc4cccc(C(F)(F)F)c4)c4ncn(-c5ccccc5)c4n3)cc2)CC1
1 | -2 | O=C(NCCOc1ccccc1)c1ccnc(N2CCc3ccccc3C2)c1
5 | -11 | O=C(Nc1ccc(N2CCOCC2)cc1)c1cccc(-c2cccs2)c1
. | 11 | [O-][n+]1cccc(CO)c1
-24 | 11 | COc1cc2nc(Nc3ccc(-n4ccnc4)cc3)nc(NC3CC3)c2cc1OC
-1 | -1 | Nc1nc(NCCO)cc(Nc2ccc(N3CCOCC3)cc2)n1
10 | -3 | CC(=O)Nc1ccc(Nc2ncnc3nc(N4CCN(c5ccccn5)CC4)[nH]c23)cc1
5 | -31 | COc1cc(Nc2nc(-c3c(C)nn(C)c3C)nc3c2ncn3-c2ccccc2)cc(OC)c1OC
. | -2 | Cc1cccc(OCC(=O)NC2CCCC2)c1
4 | -25 | O=C(NC1CC1)c1ccc(-c2nc(NCCOc3ccccc3)c3ncn(C4CCCCC4)c3n2)cc1
11 | -13 | CC(C)N(CCNC(=O)c1ccc2nc(NCc3ccc4c(c3)OCO4)sc2c1)C(C)C
-11 | -14 | O=C1CCCN1CCn1cnc2c(NCCN3CCOCC3)nc(Nc3ccc(C(F)(F)F)cc3)nc21
-10 | -2 | FC(F)(F)c1ccc(Nc2cc(NCCN3CCOCC3)ncn2)cc1
-1 | -4 | O=C(NC1CC1)c1cc(N2CCC(N3CCOCC3)CC2)nc2ccccc12
-8 | -10 | O=C([C@H](O)c1cccc(Cl)c1)N1CCCN(S(=O)(=O)c2cccc3cnccc23)CC1

(listing goes on)
ASK1 inh | ULK1 inh | mol
1 | 4 | COc1cccc(COC(=O)Nc2ccc(-c3cn[nH]c3)cc2C(=O)N(C)C)c1
2 | 4 | CCCNC(=O)c1cccc(-c2ccc(C(N)=O)cc2)n1
-7 | 1 | Cc1ncnn1-c1ccc(Nc2nccc(-c3cccc(N4CCOCC4)c3)n2)cc1
. | -8 | O=C(CN1CCC2(CC1)NC(=O)N(Cc1ccccc1)C2=O)NCc1ccc(F)cc1
-13 | -1 | N[C@@H](Cc1ccccc1)C(=O)N1CCC(C(=O)Nc2ccc3[nH]ncc3c2)C1 (some centres undefined)
. | -27 | Cc1nn(C(=O)CC(C)C)c(C)c1S(=O)(=O)N1CCc2ccccc2C1
-7 | -35 | COCCN(Cc1cccc(Cl)c1)C(=O)c1nc2ccc(-c3cn[nH]c3)cc2s1
. | 2 | Cc1cccc(NC(=O)CSc2nc(N)c(C#N)cc2C#N)c1
-10 | 15 | Cc1cc2c(NC(=O)[C@@H]3CCC[C@@H](N)C3)cccc2nn1
5 | -9 | C=CCN1CCN(c2c(Cl)cccc2NC(=O)c2cnc3ccccc3n2)CC1
-4 | 0 | CCCNc1nc(-c2csc3ccccc23)nc2c1ncn2Cc1ccc(C(F)(F)F)cc1
-5 | -2 | Nc1cccc(-c2nccc(NCc3nc4ccccc4[nH]3)n2)c1
. | 5 | O=[N+]([O-])c1ccc(N2CCN(Cc3cccc([N+](=O)[O-])c3)CC2)cc1

Assay outcomes (PubChem BioAssay)
